Peg3 prom inh – reduces Peg3 promoter-driven luciferase expression in HeLa; HeLa PEG-Prom luciferase reporter, luminescence, overnight; inhibition, % at 20 µM; hit rate 1.7% among 360,000;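 active means inhibition of at least 50% at 20 µM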
HIF-2a inh – inhibitors of HIF-2a | 786-0 RCC cells HIF-2a reporter, luciferase luminescence, overnight | inhibition, % at 18.8 µM | hit rate 0.72% among 360,000 | AID 624352;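 active means inhibition of the luminescence signal of 40% or more relative to plate controls, in a single-dose primary screen at 18.75 µM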
NR2E3 ag-1 – activates human NR2E3 receptor. CHO-S Gal4-NCOR/VP16-NR2E3 two-hybrid, luciferase. inhibition of corepressor binding, % at 3.98 µM. hit rate 0.35% among 360,000. AID 602229;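 active means inhibition above the mean of all tested compounds plus 3 SD, cut at about 70% in these data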;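 further: 0% = DMSO with NR2E3 transfected cells and 100% = cells lacking NR2E3 construct; higher means lower luciferase signal from less NR2E3 corepressor binding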
Target sequence (Q9Y5X4 whole entry, looked up, the tested form may be a part): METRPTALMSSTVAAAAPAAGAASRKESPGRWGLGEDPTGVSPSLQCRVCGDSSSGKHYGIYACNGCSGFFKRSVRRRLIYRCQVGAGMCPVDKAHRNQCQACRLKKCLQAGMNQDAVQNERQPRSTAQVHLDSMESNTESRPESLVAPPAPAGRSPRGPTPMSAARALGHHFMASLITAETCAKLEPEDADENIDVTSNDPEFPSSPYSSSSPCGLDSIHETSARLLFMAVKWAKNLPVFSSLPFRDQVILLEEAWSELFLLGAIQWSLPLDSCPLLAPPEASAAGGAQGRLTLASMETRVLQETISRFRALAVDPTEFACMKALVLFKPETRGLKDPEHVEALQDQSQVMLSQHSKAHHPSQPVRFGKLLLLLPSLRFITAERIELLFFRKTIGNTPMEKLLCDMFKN
CF NFkB block – blocks PAF-induced NF-kB reporter in cystic fibrosis cells; KKLEB NF-kB-GFP reporter, GFP fluorescence overnight; inhibition, % at 5 µM; hit rate 0.86% among 360,000; AID 588850;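 active means at least 50% inhibition at 5 µM, scaled per plate between neutral and stimulator controls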;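 further: PAF is a Pseudomonas aeruginosa culture filtrate used as stimulus; plate controls were PAF-stimulated DMSO wells for no effect and unstimulated DMSO wells for full effect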
TRPM1 prom inh – MITF TRPM1 promoter inhibition in SK-MEL-5 cells; inhibition, % at 12.5 µM; SK-MEL-5 TRPM1 promoter luciferase, 24 h; hit rate 0.83% among 330,000;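 active means mean inhibition across replicates of 60% or more, whatever share of single replicates reaches that level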; further: values of inactives mirror those of a sister screen read the other way
NR2E3 ag-2 – NR2E3 (human) agonism; Q9Y5X4; GST-NR2E3/biotin-RetCOR TR-FRET, 1536-well; inhibition of corepressor binding, % at 4.78 µM; hit rate 0.12% among 320,000; AID 2300;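 active means percent inhibition above the cutoff of mean plus 3 SD of all tested compounds, set per screening campaign, cut at about 20% in these data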;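 further: 0% = DMSO wells and 100% = biotin wells as full block of FRET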
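Material: NR2E3–RetCOR corepressor complex / Incubation: Compound–protein incubation for 5 h at 4 °C / Dosing: compound at 4.8 µM, single dose / Detection: time-resolved FRET / Benchmarks: high control biotin, low control 0.6% DMSO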
hiPSC survival – hiPSC single-cell survival enhancement; ATPlite luminescence; 100% = ROCK inhibitor wells, 0% = DMSO; survival enhancement, % at 20 µM; hit rate 0.044% among 360,000; in the data active means survival enhancement above about 18%;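 further: cells exposed to compounds for 16 hours before the ATP read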
Shn3 3UTR inh – Schnurri-3 reporter inhibition in Clone20 osteoblasts; Clone20 osteoblast Shn3 3'UTR firefly luciferase, 24 h; inhibition, % at 12.5 µM; hit rate 0.52% among 360,000;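 active means mean inhibition of at least 75% with every replicate also reaching 75%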;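 further: 0% = median of neutral control wells and 100% = pilot-screen positive control compound; some compounds past the cut are filed as inactive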
KKLEB tox – CF airway cell cytotoxicity counter-screen | KKLEB CF airway cells viability, ATPlite luminescence, overnight; hits give low values; cells stimulated with P. aeruginosa culture filtrate | activity change (cytotoxicity), % at 5 µM | hit rate 0.36% among 360,000;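 active means corrected activity change at or below -50% at 5 µM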
aDG glyco act – alpha-DG glycosylation activation; Pro5-aDG cells, alpha-DG glycosylation AlphaScreen (IIH6); 0% Pro5, 100% B10-LARGE cell signal; activation, % at 10 µM; hit rate 0.22% among 360,000;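 active means activation of at least 8% versus controls, or a plate z-score of at least 8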;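 further: Pro5 are CHO cells carrying HIG-tagged alpha-DG that lacks glycosylation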
TWEAK-Fn14 inh – TWEAK-Fn14 signaling inhibition; TWEAK-stimulated Fn14 reporter cells, luciferase luminescence, 8 h; inhibition, % at 10 µM; hit rate 2% among 360,000; in the data active means inhibition above about 50%
Numbers without * were called inactive; · = no result given. A portion of the library; the hit share may differ from the screen's.

SMILES	Peg3 prom inh	HIF-2a inh	NR2E3 ag-1	CF NFkB block	TRPM1 prom inh	NR2E3 ag-2	hiPSC survival	Shn3 3UTR inh	KKLEB tox	aDG glyco act	TWEAK-Fn14 inh
O=C(NCc1cccnc1)Nc1ccccc1Cl	-5	0	15	-1	8	2	-0.3	-5	9	0.3	-6
CC(=O)OC1CC[C@]2(C#N)[C@H]3CC[C@]4(C)[C@H](C5C=CC(=O)O5)CCC4(O)C3CCC2(O)C1 (some centres not stated)	76*	4	-10	22	34	0	1.0	-14	-15	0.1	20
CCc1c(-c2ccccc2)nc2ccccc2c1C(=O)N1CCC2(CC1)OCCO2	2	1	-17	11	-2	3	-0.5	5	4	-0.2	-1
CCN1C[C@]2(COC)CC[C@H](OC)[C@@]34C1[C@]1(OCO[C@@]15C[C@H](OC)[C@H]1C[C@@H]3[C@@H]5[C@H]1OC)[C@@H](O)[C@H]24	-2	12	2	4	8	5	-3.6	89*	-34	0.8	-2
CCOC(=O)CC1c2ccccc2-n2nncc2CN1CC1CCCCC1 (configuration not stated)	-2	8	-19	-4	·	·	2.2	-4	7	0.3	-10
COc1ccc(C=C2C(=O)N(C)C(=O)N(C)C2=O)cc1COc1ccc(NC(C)=O)cc1	1	23	8	14	11	1	-0.6	6	0	-0.1	8
O=P(Oc1ccccc1)(Oc1ccccc1)c1ccccc1	15	5	-18	-2	0	2	-0.6	0	7	-0.1	-14
N[C@@H](Cn1oc(=O)[nH]c1=O)C(=O)O	-12	5	4	-8	1	1	0.4	-10	35	0.0	1
c1cc2c(cc1N1CCOCC1)CNCc1cnnn1-2	9	0	3	-19	·	·	0.8	-8	5	-0.3	-23
CS(=O)(=O)c1ccc(C2=C(CNC(=O)c3cccnc3)[C@H]3CC[C@@H](C2)N3Cc2ccco2)cc1	-20	-4	23	-12	·	·	-3.5	-1	5	0.1	0
CCOC(=O)C1(CCOc2ccccc2)CCN(C2Cc3ccccc3C2)CC1	17	15	-7	3	-2	0	0.4	21	9	0.2	9
CC(CN(C)C1CCN(C)CC1)c1ccccc1 (configuration not stated)	-12	12	16	17	0	·	2.6	-1	-12	0.0	0
CCOP(=O)(OCC)C(C)(C)NC(=O)C(Cl)(Cl)Cl	7	17	-4	-14	-3	-3	0.9	-4	-10	0.0	-5
Clc1cccc(Cl)c1NC1=NCCS1	1	11	16	-7	·	·	6.6	-7	1	0.2	-20
Cc1c(N=Cc2c(O)n(CCc3ccc(F)cc3)c(=O)[nH]c2=O)c(=O)n(-c2ccccc2)n1C	0	12	-12	10	-4	1	1.9	-6	12	0.0	-15
O=C(O)c1cccc(N=Nc2c(O)[nH]c(=O)[nH]c2=O)c1	23	23	13	-4	13	-7	0.4	-2	-1	0.2	9
CN1CCN(c2ccc(C=O)cc2)CC1	-6	11	13	1	13	0	-1.9	0	-3	4.6	-10
COc1ccc(-n2nc(C(=O)NCC(=O)N3CCC4(CC3)OCCO4)c3ccccc3c2=O)cc1OC	-131	-96	-52	-2	-60	1	-0.3	-48	-2	0.0	-23
CN1C(=O)C(Cc2cccc3ccccc23)C(=O)N(C)C1=O	9	18	-27	-6	4	-1	-0.2	-17	21	-0.1	9
COc1ccc(Cn2c(O)c(/C=N/NC(=O)c3ccccc3)c(=O)[nH]c2=O)cc1	12	12	-87	12	13	3	-1.0	3	-6	-0.3	-3
COc1ccc(CCn2c(O)c(C=Nc3ccccc3F)c(=O)[nH]c2=O)cc1OC	10	13	-12	8	-7	2	0.1	8	-3	-0.2	-26
N#CC1(c2ccccc2)CCN(C2CC(=O)N(c3ccc4c(c3)OCO4)C2=O)CC1 (configuration not stated)	1	15	-5	2	-1	2	-0.5	-4	-8	0.0	-2
CCOc1ccc2[nH]c(=O)c(CN(CCO)C3(c4nnnn4C4CCCCC4)CCCCC3)cc2c1	1	-17	-20	3	8	1	4.1	-19	7	0.1	3
O=C(Nc1ccc2ccccc2c1)N1C[C@H]2C[C@@H](C1)c1cccc(=O)n1C2	15	19	-3	9	5	1	-0.1	-11	5	0.2	-8
CN(C)c1ccc(/C=C2\C(=O)NC(=O)N(CCc3ccc(F)cc3)C2=O)cc1	9	3	-9	-4	6	5	0.6	7	-5	0.1	2

A different layout for some results above:
Values run as follows: Peg3 prom inh, HIF-2a inh, NR2E3 ag-1, CF NFkB block, TRPM1 prom inh, NR2E3 ag-2, hiPSC survival, Shn3 3UTR inh, KKLEB tox, aDG glyco act, TWEAK-Fn14 inh
> Clc1cccc(Cl)c1NC1=NCCS1
→ 1, 11, 16, -7, ·, ·, 6.6, -7, 1, 0.2, -20
> Cc1c(N=Cc2c(O)n(CCc3ccc(F)cc3)c(=O)[nH]c2=O)c(=O)n(-c2ccccc2)n1C
→ 0, 12, -12, 10, -4, 1, 1.9, -6, 12, 0.0, -15
> O=C(O)c1cccc(N=Nc2c(O)[nH]c(=O)[nH]c2=O)c1
→ 23, 23, 13, -4, 13, -7, 0.4, -2, -1, 0.2, 9
> CN1CCN(c2ccc(C=O)cc2)CC1
→ -6, 11, 13, 1, 13, 0, -1.9, 0, -3, 4.6, -10
> COc1ccc(-n2nc(C(=O)NCC(=O)N3CCC4(CC3)OCCO4)c3ccccc3c2=O)cc1OC
→ -131, -96, -52, -2, -60, 1, -0.3, -48, -2, 0.0, -23
> CN1C(=O)C(Cc2cccc3ccccc23)C(=O)N(C)C1=O
→ 9, 18, -27, -6, 4, -1, -0.2, -17, 21, -0.1, 9
> COc1ccc(Cn2c(O)c(/C=N/NC(=O)c3ccccc3)c(=O)[nH]c2=O)cc1
→ 12, 12, -87, 12, 13, 3, -1.0, 3, -6, -0.3, -3
> COc1ccc(CCn2c(O)c(C=Nc3ccccc3F)c(=O)[nH]c2=O)cc1OC
→ 10, 13, -12, 8, -7, 2, 0.1, 8, -3, -0.2, -26
> N#CC1(c2ccccc2)CCN(C2CC(=O)N(c3ccc4c(c3)OCO4)C2=O)CC1 (configuration not stated)
→ 1, 15, -5, 2, -1, 2, -0.5, -4, -8, 0.0, -2
> CCOc1ccc2[nH]c(=O)c(CN(CCO)C3(c4nnnn4C4CCCCC4)CCCCC3)cc2c1
→ 1, -17, -20, 3, 8, 1, 4.1, -19, 7, 0.1, 3
> O=C(Nc1ccc2ccccc2c1)N1C[C@H]2C[C@@H](C1)c1cccc(=O)n1C2
→ 15, 19, -3, 9, 5, 1, -0.1, -11, 5, 0.2, -8
> CN(C)c1ccc(/C=C2\C(=O)NC(=O)N(CCc3ccc(F)cc3)C2=O)cc1
→ 9, 3, -9, -4, 6, 5, 0.6, 7, -5, 0.1, 2

The list continues.
SMILES	Peg3 prom inh	HIF-2a inh	NR2E3 ag-1	CF NFkB block	TRPM1 prom inh	NR2E3 ag-2	hiPSC survival	Shn3 3UTR inh	KKLEB tox	aDG glyco act	TWEAK-Fn14 inh
CC(=O)N1CN2CN(C(C)=O)CC(C(=O)c3ccc([N+](=O)[O-])cc3)(C2)C1	7	12	-16	15	8	5	0.7	2	-3	-0.1	7
CCOC(=O)C1(c2ccccc2)CCN(CCC(=O)Nc2ccc(C(=O)OC)cc2)CC1	-6	9	-8	8	-13	0	-0.5	-12	0	0.8	-28
O=C1/C(=C\c2ccc(Cl)cc2Cl)N2CCC1CC2	3	-3	5	7	·	-2	-0.2	6	-10	0.1	-14
N=C1c2ccccc2CN1NC(=O)c1ccc(Br)o1	-10	-18	-14	-8	10	0	-0.3	8	9	-0.2	-9
CNP(=S)(NC)OCCOc1ccc(OC)cc1	0	-16	-2	2	-19	-4	-1.7	7	1	0.0	-20
Cc1ccc(C(=O)Nc2ccc(Cl)cc2C(=O)c2ccccc2)cc1	10	-13	-20	-17	18	2	4.0	24	15	-0.2	-34
COc1ccc(Cl)cc1NC1=NCC(C)S1 (configuration not stated)	22	15	-10	5	5	-3	0.0	19	-13	0.7	-5
O=C(c1ccco1)N1Cc2ccccc2-n2nncc2C1	-3	4	-14	-1	·	·	3.8	9	5	-0.1	7
O=P1(Nc2cccnc2)COc2ccccc2OC1	19	13	10	-6	4	1	4.5	7	0	-0.1	1
O=C(NCc1cccnc1)C(Cl)(Cl)Cl	-1	3	-24	-6	-5	-2	0.1	-17	-7	-0.1	4
CC(C)=CCOc1c2occc2cc2ccc(=O)oc12	6	-11	-9	-20	-6	2	-1.7	-17	-27	0.0	-6
COc1ccc(-n2nnnc2C(c2cccs2)N2CCC3(CC2)C(=O)NCN3c2ccccc2)cc1 (configuration not stated)	41	6	-9	-9	·	·	2.4	2	-9	0.0	27
CN1C(=O)C(Cc2ccccc2)C(=O)N(C)C1=O	10	8	-6	19	-2	·	-1.9	9	-9	0.1	11
CCCCCN1C(=O)c2cc(OC)ccc2[C@@]2(C(=O)OCC)Cc3cc(OC)ccc3[C@@H]12	·	81*	-28	·	·	·	-1.6	·	·	0.2	62*
CCOC(=O)c1nc2ccccc2c(=O)n1-c1ccc(C)cc1C	16	-7	-23	-17	-6	-3	-1.8	21	12	-0.3	-10
CN1CCN(c2ncnc3ccc(Br)cc23)CC1	22	15	-8	47	0	3	-1.6	1	-4	0.0	24
CCCSc1nc(O)c(CC)c(=O)n1C(C)CC (configuration not stated)	3	2	4	-5	1	3	-1.4	11	2	-0.1	0
N#Cc1ncc(N=Cc2ccc(N(CCCl)CCCl)cc2)s1	7	8	20	15	10	·	-0.1	22	-9	0.4	53*
CCOc1ccc(-n2c(O)c(N=Nc3c(C)n(C)n(-c4ccccc4)c3=O)c(=O)[nH]c2=O)cc1	20	22	-12	-11	-23	-3	3.2	-32	7	-0.1	-16
OCC[N+]12CCC(CC1)C(C(O)(c1ccccc1)c1ccccc1)C2 (configuration not stated)	2	12	-3	-3	11	3	-0.6	-21	9	-0.1	-20
CCC(C)(O)C(=O)OC1C(=O)OC2CC3C(C)=CC(O)C(O)C3(C)C3C4(O)OCC23C1C(C)C4O (configuration not stated)	95*	46*	2	35	·	·	0.3	5	5	0.0	92*
CCCCCn1c(=O)c(C(=O)Nc2c(C)n(C)n(-c3ccccc3)c2=O)c(O)c2ccccc21	12	12	8	8	-2	-2	2.5	54	-30	0.0	-17
CN1CCC(N(C)c2ccc(C(N)=O)cc2[N+](=O)[O-])CC1	-6	10	-25	-6	0	4	-0.3	2	12	0.0	25
O=C(O)c1ccc(-[n+]2c(-c3ccccc3)cc(-c3ccccc3)cc2-c2ccccc2)cc1	-21	-7	-8	22	-9	-2	-3.1	0	-5	-0.2	6
CCOc1ccc(NC(=O)c2c(O)[nH]c(=O)[nH]c2=O)cc1	11	-10	-25	-9	-2	-1	-0.3	-46	11	-0.3	2

Two compounds drawn at random from the list so far, as already listed:
SMILES	Peg3 prom inh	HIF-2a inh	NR2E3 ag-1	CF NFkB block	TRPM1 prom inh	NR2E3 ag-2	hiPSC survival	Shn3 3UTR inh	KKLEB tox	aDG glyco act	TWEAK-Fn14 inh
O=C(c1ccco1)N1Cc2ccccc2-n2nncc2C1	-3	4	-14	-1	·	·	3.8	9	5	-0.1	7
O=C(O)c1cccc(N=Nc2c(O)[nH]c(=O)[nH]c2=O)c1	23	23	13	-4	13	-7	0.4	-2	-1	0.2	9

Compound activity: PubChem, several laboratories
